# HttQ103 aggreg: mutant huntingtin aggregation inhibition; AID 1688; PC12 HttQ103-GFP aggregates, Acumen cytometry, 40 h; 220,000 compounds, 1.1% hits; Potency, µM (series often up to 46.1 µM), for inactives: at the highest dose activity change, negative = inhibition, hits mostly inhibitors; note: % is set by controls: 0 for no effect and ±100 for the full control effect; nearly all actives have a fitted effect of over 60% in size
#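 Compounds (qHTS titration) were added to PC12 cells expressing an ecdysone-driven HTT exon 1 Q103–GFP fusion after induction with 100 nM tebufenozide. Aggregate formation was measured as GFP objects in cell lysates.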
# RGS12 GoLoco inh: inhibitors of human Gai1-RGS12 GoLoco interaction (red fluorophore); Potency, µM (highest dose often 61.6 µM), without a hit: at the top dose activity, negative = inhibition, hits mostly inhibitors; P63096; 230,000 compounds, 0.44% hits; Gai1:RGS12 GoLoco peptide FP, rhodamine, 10 min; active = well fitted inhibition curve with a large enough effect, not every such curve was filed as active; inactive = no such curve, though single readings can be large or run the other way; note: % is set by controls: 0 for no effect and ±100 for the full control effect; nearly all actives have a fitted effect of over 30% in size; many of its hits are not listed in these tables
# Target sequence (P63096 whole entry, looked up): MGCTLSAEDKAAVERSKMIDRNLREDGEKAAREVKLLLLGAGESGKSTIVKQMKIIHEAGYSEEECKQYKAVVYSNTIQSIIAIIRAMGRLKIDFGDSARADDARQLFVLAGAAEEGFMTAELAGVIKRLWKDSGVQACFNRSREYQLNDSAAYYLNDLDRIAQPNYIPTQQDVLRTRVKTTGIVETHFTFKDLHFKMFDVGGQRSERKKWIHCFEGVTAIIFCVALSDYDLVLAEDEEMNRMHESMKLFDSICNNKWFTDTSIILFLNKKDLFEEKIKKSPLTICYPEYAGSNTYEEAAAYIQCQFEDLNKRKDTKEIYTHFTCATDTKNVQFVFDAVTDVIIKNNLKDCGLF
# HTT cytoprotect: protects HTT-Q103 PC12 cells, measured by ATP | 230,000 compounds, 0.14% hits | AID 1471 | PC12 HTT-Q103 induced, cytoprotection, ATP luminescence, 40 h | Potency, µM (highest dose often 56.4 µM), for the others: cytoprotection (ATP increase), usual class: activators;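 note: % of control where 0% means no effect; nearly all actives have a fitted effect of over 45% in size; toxic huntingtin expression switched on by the ecdysone agonist tebufenozide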
#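 Quantitative HTS on tebufenozide-induced (100 nM) PC12 cells expressing HTTQ103 exon 1–GFP; compounds tested as a concentration series; survival measured via cellular ATP.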
# IMPase Li inh: IMPase inhibition in cells with lithium potentiation | Potency, µM (highest dose often 59.4 µM), for the others: at the highest dose activity, negative = IMPase inhibition, usual class: inhibitors | 210,000 compounds, 0.35% hits | CHO-M1 cells, IP1 TR-FRET (IP-One), carbachol + lithium;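 note: IP1 builds up when IMPase is blocked and the TR-FRET signal falls; plate controls were basal vehicle for no effect and high inhibitor control for full effect; nearly all actives have a fitted effect of over 50% in size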
#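 Concentration–response in CHO-M1 cells, lithium-potentiated; 30 min at 37C. IP1 detected by competitive TR-FRET after 10 min lysis at RT. Hill-fitted AC50.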
# GAA spleen mod: inhibitors or activators of human alpha-glucosidase in spleen homogenate | P10253 | human spleen homogenate, 4-MU-alpha-glucoside fluorescence | Potency, µM (highest dose often 79.9 µM), without a hit: top-dose activity change, negative = inhibition, most hits filed as inhibitors | 240,000 compounds, 0.006% hits | AID 2112;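 note: 0% = enzyme with vehicle and -100% = no enzyme basal signal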
#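 AC50 values come from Hill-equation fits of concentration-response data, normalized to no-enzyme and full-activity controls. Enzyme source: 1 ug human spleen homogenate; 1 mM fluorogenic 4-MU glucoside, pH 5.0 citrate buffer, 37 C, 40 min.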
# GAA glycogen: inhibitors or activators of human alpha-glucosidase glycogen cleavage | recombinant GAA, glycogen substrate, Amplex Red glucose oxidase fluorescence | Potency, µM (titrated, usually from 76.4 µM), for the others: top-dose activity change, negative = inhibition, actives largely listed as inhibitors | AID 2100 | 300,000 compounds, 0.38% hits | P10253;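 note: 0% = full enzyme reaction and -100% = no-enzyme basal signal; the screen sought inhibitors and activators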
#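 Recombinant human enzyme (4 nM); glycogen substrate; 37 C, 40 min, pH 5.0. Readout: coupled glucose oxidase/Amplex Red fluorescence.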
# GAA inh: inhibitors of human lysosomal alpha-glucosidase; AID 1466; P10253; Potency, µM (series often up to 76.9 µM), for inactives: at the highest dose activity change, negative = inhibition, hits mostly inhibitors; purified human GAA, 4-MU-alpha-glucoside fluorescence; 200,000 compounds, 0.005% hits;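 note: plate controls were uninhibited enzyme wells for no effect and no-enzyme background for full effect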
#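 Fluorogenic assay: 4 nM human alpha-glucosidase with 400 uM 4-methylumbelliferyl-alpha-D-pyranoside in 50 mM citrate/phosphate, 0.005% Tween-20, pH 5.0, 20 min at room temperature. Compounds tested up to 77 uM; AC50 from Hill fits.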
# * = called active by the depositor; ? = inconclusive; nt = no result given; [ ] = another dose, or the depositor's remark. Unless noted, calls come from the whole dose curve; as a rule, active = well fitted curve in the direction sought with a large enough effect; inconclusive = small, poorly fitted or top-dose-only effect, or another doubt; inactive = no such curve, though single readings can be large; an effect the other way counts as inactive or inconclusive. Potency is the fitted concentration of half-maximal effect. Some of the compounds tested; count on the stated rates, not on these rows.
# Below each SMILES: RGS12 GoLoco inh	HTT cytoprotect	GAA spleen mod	HttQ103 aggreg	GAA glycogen	IMPase Li inh	GAA inh
CC(=O)c1cccc(NC(=O)C2CCN(S(=O)(=O)c3ccc(C)cc3)CC2)c1
    -4.0%	-10.1%[10 µM]	-3.8%	-8.2%	-11.9%	5.3%	-9.6%
S=C1NC[C@H](Cc2cccc3ccccc23)N1CC1CCCCC1
    -6.5%	17.9%[10 µM]	1.1%	32.3%[9.22 µM]	-3.6%	nt	nt
Cc1c(C(=O)NCCc2ccccc2)oc2ccc(S(=O)(=O)N3CCC4(CC3)OCCO4)cc12
    7.3%	-29.1%	-10.9%	?	-12.5%	-0.1%[38.3 µM]	-3.8%
O=C(c1cccnc1)n1nc(NCc2ccccc2)nc1NCc1ccccc1
    2.0%	17.4%[10 µM]	4.3%	16.3%[9.22 µM]	?	11.9%	-7.3%
CCOC(=O)N1CCC(NC(=O)C2CCN(C(=O)c3cc4sccc4n3CC)CC2)CC1
    -0.4%	24.0%[10 µM]	-3.2%	-9.0%[9.22 µM]	1.6%	nt	nt
COc1ccc(C2(CNC(=O)Cc3ccccc3)CCCC2)cc1OC
    14.9%	-7.6%	4.1%	-5.9%	2.8%	1.3%[38.3 µM]	1.0%
COc1ccc(NC(C)=O)cc1NC(C)C(=O)Nc1ccc(F)cc1 (stereo not drawn)
    -3.4%	13.4%	-4.6%	-25.9%	10.9%	23.2%[38.3 µM]	-12.1%
O=C(Nc1nnc(SCc2c(Cl)cccc2Cl)s1)C1CC(=O)N(c2ccc3c(c2)OCCO3)C1 (stereo not drawn)
    17.4%	0.8%[10 µM]	0.3%	14.0%	6.9%	3.9%	0.4%
CCCC(=O)c1c[nH]c(C(=O)NCc2cccnc2)c1
    -1.8%	-2.4%	1.8%	5.4%[9.22 µM]	-1.3%	3.4%	4.1%
CC(C)NC(=O)CSc1nnc(CNC(=O)OC(C)(C)C)n1C
    -0.1%	14.8%[10 µM]	-7.2%	8.8%[9.22 µM]	-1.6%	nt	nt
FC(F)(F)c1nnc2c(Sc3ccccn3)nc3ccccc3n12
    6.0%	11.2µM*	-0.1%	nt	-1.7%	-12.5%[38.3 µM]	2.7%
COc1ccc(/C=N/Nc2ncnc3c2[nH]c2ccccc23)c(OC)c1OC
    5.6%	25.8%[0.074 µM]	-9.9%	-1.1%	2.8%	-3.1%	5.8%
S=C(NCCc1ccc(Cl)cc1)Nc1ccc(Cl)cc1Cl
    10.3%	16.0%[10 µM]	-9.9%	?	-14.6%	21.1%	-3.4%
CCN(CC)CCNc1nc2cc(OC)c(OC)cc2c2nc(-c3ccccc3)nn12
    4.1%	-19.9%	-3.1%	5.9%	-2.5%	23.4%[38.3 µM]	-19.7%
COc1cccc(C2c3[nH]c4ccccc4c3CCN2C(=O)Cn2cncn2)c1OC (stereo not drawn)
    50.9%[activator]	-11.5%[10 µM]	2.3%	-3.4%[9.22 µM]	3.2%	26.8%	9.0%
COc1ccc(NC(=O)/C(C#N)=C\c2cc(C)n(-c3ccc(Oc4ccc([N+](=O)[O-])cn4)cc3)c2C)cc1
    0.7%	-19.3%	-1.0%	-10.2%	2.7%	23.9%[38.3 µM]	-16.9%
COc1ccccc1C(=O)Nc1ccc2c(c1)nc(CCNC(=O)c1ccccc1)n2C
    5.2%	-42.4%[10 µM]	6.3%	-24.2%[9.22 µM]	0.4%	nt	nt
CCN(CC)CCCN1C(=O)c2oc3ccccc3c(=O)c2C1c1cccc(OC)c1OC (stereo not drawn)
    -3.8%	-7.2%	-1.7%	-4.5%	2.6%	10.4%[38.3 µM]	-8.3%
CCCCOCP(=O)(CCCC)COCCCC
    6.8%	5.3%	-7.9%	1.2%	-6.4%	34.9%[activator][38.3 µM]	-3.4%
O=C(NCc1ccco1)c1ccccc1NS(=O)(=O)c1cccs1
    14.4%	0.8%[0.074 µM]	-7.3%	6.6%	-3.9%	27.5%[38.3 µM]	0.8%
O=S(=O)(c1ccccc1)N1CCC[C@@]2(CCN(c3ccncc3)C2)C1
    3.8%	?	2.1%	nt	nt	15.0%	nt
COc1ccc(C2CC(c3ccc([N+](=O)[O-])cc3)=NN2C(=O)c2ccccc2)cc1OC (stereo not drawn)
    5.1%	-49.1%[inhibitor]	2.2%	-4.1%[9.22 µM]	-4.0%	9.8%	-8.5%[15.4 µM]
CC(=O)c1cccc(N(CC(=O)Nc2cc(C)cc(C)c2)S(C)(=O)=O)c1
    19.0%	-12.8%	-1.3%	14.3%	6.0%	5.3%	?
COC(=O)c1ccccc1NC(=O)c1ccc(COc2cccc3ccccc23)o1
    36.5%[activator]	0.3%	-2.1%	-19.1%	-15.4%	41.1%[38.3 µM]	?
CN(C)c1ccc(/C=N/NC(=O)c2ccc(Cn3cc(Br)cn3)o2)cc1
    -8.3%	nt	-0.9%	-11.7%	-3.5%	-0.4%	-12.4%
CCN(CC)CCNc1nc(-c2ccc(OC(F)F)cc2)c(C)s1
    5.0%	-13.3%	0.1%	-10.8%	-20.3%	17.5%	1.9%
COc1ccccc1NC(=O)Cc1nnc(SCC(=O)Nc2ccccc2F)n1C
    3.7%	7.1%	-1.6%	-2.0%	4.9%	-1.3%	-6.2%
CCOC(=O)c1c(NC(=O)C2C3C=CC(C3)C2C(=O)O)sc2c1CCCC2 (stereo not drawn)
    2.6%	-49.1%[inhibitor]	1.2%	-1.5%	-14.8%	-5.8%	?
C=C(Br)CN(C)CC(=C)Br
    4.6%[14.2 µM]	-9.5%[10 µM]	nt	nt	nt	-6.1%	nt
CCOC(=O)c1c(C)[nH]c(C(=O)CN2C(=O)NC(C)(CC(C)C)C2=O)c1C (stereo not drawn)
    -2.6%	-17.0%[10 µM]	5.1%	-2.4%	-11.4%	7.2%	-1.8%
CSc1nc2ccccc2s1
    4.6%	nt	6.6%	-2.5%	0.7%	-0.6%	1.1%[15.4 µM]
COc1ccc(NCc2nnc(SCc3ccccc3)n2-c2ccc(OC)cc2)cc1
    3.4%	-28.8%	1.4%	-10.9%	-12.5%	0.4%[38.3 µM]	-0.8%
CCOc1ccc2ncc(C(=O)c3ccc(OC)cc3)c(N3CCN(CC)CC3)c2c1
    2.5%	-33.5%[inhibitor]	nt	-15.8%	-10.9%	7.3%	-10.2%
CCCCn1c(SC(C)C(=O)c2ccc(OC)cc2)nc2cc(S(N)(=O)=O)ccc21 (stereo not drawn)
    -0.2%	-4.2%	-4.3%	9.6%	-5.6%	-13.6%[38.3 µM]	-7.2%
COc1ccccc1-n1c(SCC(=O)Nc2ccccc2F)nc2[nH]ncc2c1=O
    4.4%	-0.9%[0.074 µM]	-0.3%	11.4%	5.0%	-10.1%[38.3 µM]	3.0%
O=C(Cc1cccs1)NNC(=S)NCc1ccc(Cl)cc1
    6.9%	10.8%	-1.3%	24.8%	3.4%	-1.9%[38.3 µM]	-0.6%
CCOC(=O)C1CCCN(C(=O)Nc2cccc(Cl)c2)C1 (stereo not drawn)
    5.7%	-12.1%	-7.5%	1.4%	0.5%	22.7%[38.3 µM]	-0.4%
N#Cc1c(NC(=O)CSc2ncn(-c3ccccc3)n2)sc2c1CCCC2
    8.8%	-5.1%[0.074 µM]	-3.0%	2.1%	3.2%	6.0%[38.3 µM]	-2.1%
CCNc1ncc2nc(-c3ccc(OC)cc3)c(=O)n(C)c2n1
    -1.1%	-122.8%[inhibitor]	1.1%	nt	nt	-8.3%	nt
COC(=O)c1ccccc1NC(=S)N1CCN(c2ccccn2)CC1
    3.4%	-0.5%	-5.4%	-8.6%	-14.6%	4.3%	-8.8%
COCCn1c(NC(=S)NC(=O)C2CC2)cc(=O)[nH]c1=O
    9.2%	-33.6%[inhibitor]	7.5%	2.1%	31.4µM*	7.6%	5.7%
CCCn1nc(Oc2nc(NC(C)C)nc(N(C)C)n2)ccc1=O
    8.5%	4.8%[10 µM]	-0.3%	4.0%[9.22 µM]	17.0%	10.0%	8.1%
CCOC(=O)C1CCN(S(=O)(=O)c2ccc(NC(=O)OC)cc2)CC1
    0.8%	11.8%	-1.3%	-17.3%	-12.5%	4.5%[38.3 µM]	-10.9%
CCCCCNC(=O)C1CCC(Cn2c(=S)[nH]c3ccccc3c2=O)CC1 (stereo not drawn)
    10.4%	-69.1%[inhibitor]	-9.4%	-14.5%	11.4%	16.1%	13.5%
Cc1ccccc1OCCNC(=O)c1ccc2ccccc2n1
    5.9%	15.3%[10 µM]	1.7%	7.3%	6.2%	-3.9%	-12.2%
CCCCNC(=O)NNC(=O)c1ccc(F)cc1
    1.1%	nt	-1.8%	22.4%	-7.3%	-8.5%	2.4%
O=C(C1CC1)N1CCN=C1SCc1cccc(C(F)(F)F)c1
    nt	-0.5%	9.4%	4.5%	-2.6%	nt	1.3%
CC(=C1C(=O)c2ccccc2C1=O)N1CCN(C/C=C/c2ccccc2)CC1
    5.0%	1.9%	0.2%	8.0%	6.2%	0.7%[38.3 µM]	-0.2%
O=C(N/N=C/c1ccccc1OCc1ccccc1)c1cccs1
    5.2%	nt	-0.3%	-3.0%	-1.4%	9.8%	4.4%
CC(Cc1ccccc1)NC(=O)CSc1nc2nc3c(cc2c(=O)n1-c1ccccc1)COC(C)(C)C3 (stereo not drawn)
    -10.6%	0.5%	5.8%	25.0%	-5.2%	-10.4%[38.3 µM]	0.5%
CCOc1ccc2nc(NC(=O)CCn3cccc3)sc2c1
    6.5%	-26.7%	0.1%	-2.6%	-10.8%	5.6%[38.3 µM]	-9.4%
O=C(O)c1cccc([N+](=O)[O-])c1
    0.398µM*	21.6%	-15.2%	nt	nt	-7.5%	nt
COc1ccc(S(=O)(=O)N2CCCC(C(=O)N3CCN(C)CC3)C2)cc1C (stereo not drawn)
    -1.5%	4.7%[0.074 µM]	-2.5%	2.1%	0.9%	34.5%[38.3 µM]	-3.1%
Cc1ccc(-c2cc(Cc3ccccn3)c(=O)[nH]n2)cc1
    -7.0%	0.0%[10 µM]	6.9%	-7.2%[9.22 µM]	-1.1%	nt	nt
CNC(=O)COC(=O)c1ccc(-c2nc3ccccc3s2)s1
    -10.4%	-10.5%	-0.3%	-4.9%	8.7%	19.9%[38.3 µM]	7.1%
CCC(=O)Nc1nc2ccc3nc(C)sc3c2s1
    10.3%	4.9%[10 µM]	-0.9%	-25.6%	-1.7%	33.0%[activator][38.3 µM]	-0.7%

# Assay outcomes: PubChem, National Center for Advancing Translational Sciences (NCATS)
